SENP6 inh: blocks the human protease SENP6; AID 2599; Recombinant SENP6 catalytic domain, aminoluciferin luminescence; inhibition, % at 10 µM; 330,000 tested, 1.8% active;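 active = inhibition above about 50% at the single tested dose, limit read from the data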;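 note: plate controls were DMSO wells with enzyme for no effect and DMSO wells lacking enzyme for full effect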
Target sequence (Q9GZR1 628-1112 limits assumed): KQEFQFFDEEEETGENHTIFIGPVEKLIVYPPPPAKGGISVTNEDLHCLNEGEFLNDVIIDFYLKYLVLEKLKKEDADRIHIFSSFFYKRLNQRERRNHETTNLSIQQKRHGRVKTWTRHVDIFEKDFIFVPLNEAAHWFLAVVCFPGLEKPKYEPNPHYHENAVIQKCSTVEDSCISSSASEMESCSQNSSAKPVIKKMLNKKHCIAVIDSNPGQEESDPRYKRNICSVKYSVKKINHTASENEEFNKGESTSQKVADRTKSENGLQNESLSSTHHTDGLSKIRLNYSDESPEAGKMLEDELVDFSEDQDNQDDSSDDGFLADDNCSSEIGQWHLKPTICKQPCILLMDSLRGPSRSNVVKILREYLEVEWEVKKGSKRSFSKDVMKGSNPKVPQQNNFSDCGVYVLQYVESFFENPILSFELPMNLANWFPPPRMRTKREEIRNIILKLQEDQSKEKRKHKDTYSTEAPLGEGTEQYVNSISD
MPTP block: permeability transition pore inhibition | AID 602449 | isolated mouse mitochondria, Ca2+ swelling absorbance, 30 min | inhibition, % at 10 µM | 360,000 tested, 1.4% active;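 active = inhibition of 50% or more, scaled per plate between neutral and stimulator controls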;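 note: 0% = DMSO wells given calcium and 100% = 1 mM EGTA wells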
PfGluPho inh: PfG6PD (Plasmodium falciparum) enzyme inhibition. PfGluPho enzyme, NADPH resazurin-diaphorase fluorescence. inhibition, % at 20 µM. 350,000 tested, 0.78% active. AID 504690;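 active = inhibition reaching at least a set limit at 20 µM in the primary screen, cut at about 59% in these data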;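 note: 0% = DMSO wells with substrate and 100% = DMSO wells lacking glucose-6-phosphate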
SENP8 inh: blocks human SENP8 cleavage of Nedd8 substrate | Q96LD8 | recombinant SENP8, Nedd8 substrate fluorescence | 360,000 tested, 0.64% active | inhibition, % at 20 µM; in the data active = inhibition mostly above about 40%, no sharp cut-off; inactive = mostly below about 27%
Target sequence (Q96LD8 whole entry, looked up): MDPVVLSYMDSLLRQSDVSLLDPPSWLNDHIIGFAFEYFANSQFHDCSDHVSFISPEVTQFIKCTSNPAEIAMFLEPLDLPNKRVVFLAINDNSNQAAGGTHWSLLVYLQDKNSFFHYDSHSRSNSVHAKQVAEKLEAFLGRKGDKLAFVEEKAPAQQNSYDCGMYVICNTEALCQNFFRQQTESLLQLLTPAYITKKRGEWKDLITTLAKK
GRIN3A LBD mod: modulates the human NR3A ligand-binding domain. NR3A LBD differential scanning fluorimetry, Tm shift; 0% = protein alone, 100% = glycine-bound protein. Tm shift relative to glycine control, % at 25 µM. 340,000 tested, 2.5% active;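 active = melting temperature shift of at least 10% of the positive control shift, at one fixed dose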
ATG4B inh: inhibitors of human ATG4B cysteine protease. Q9Y4P1. ATG4B cleavage of LC3-PLA2, NBD-HPC fluorescence, 1 h. inhibition, % at 8.33 µM. 340,000 tested, 0.51% active. AID 504462; in the data active = inhibition above about 40%
Target sequence (Q9Y4P1 whole entry, looked up): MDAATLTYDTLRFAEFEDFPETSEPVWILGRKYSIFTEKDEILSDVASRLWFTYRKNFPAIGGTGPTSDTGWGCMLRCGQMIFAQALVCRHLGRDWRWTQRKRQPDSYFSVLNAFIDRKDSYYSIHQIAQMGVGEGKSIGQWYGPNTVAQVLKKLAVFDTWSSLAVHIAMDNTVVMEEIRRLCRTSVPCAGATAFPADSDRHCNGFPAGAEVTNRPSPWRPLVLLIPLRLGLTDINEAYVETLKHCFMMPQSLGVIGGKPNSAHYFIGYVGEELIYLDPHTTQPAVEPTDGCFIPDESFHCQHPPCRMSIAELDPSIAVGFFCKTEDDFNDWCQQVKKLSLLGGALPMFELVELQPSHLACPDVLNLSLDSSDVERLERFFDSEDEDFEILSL
SENP1 FRET inh: inhibitors of human SENP1 SUMO protease catalytic domain; Q9P0U3; recombinant SENP1 catalytic domain, CyPet-SUMO1-YPet FRET cleavage; inhibition, % at 10 µM; 360,000 tested, 0.21% active;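 active = inhibition at least 30% at 10 µM, raw YFP signal under a set limit, fluorescence ratio 0.5 to 1.5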;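 note: 0% = enzyme with DMSO and 100% = no enzyme wells; some results filed as inactive read as strong as hits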
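System: Recombinant human SENP1 catalytic domain, His6-tagged | Incubation: Enzyme reaction for 50 min at room temperature, dark | Medium: Tris pH 8 with BME, BSA, NP40 and catalase | Also added: 25 nM SUMO1 FRET substrate | Compound: 10 µM single point, 0.5% DMSO | Measured by: FRET fluorescence in CFP and YFP emission channels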
hIAP act: human IAP activation; P09923; purified human IAP, CDP-Star luminescence, 30 min; active compounds read high; 1 = vehicle-only enzyme, 0 = enzyme-free background; activation factor at 10 µM; 330,000 tested, 0.16% active; AID 2524;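 active = activation factor of the enzyme at least 2-fold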; note: the source names both 10 and 20 µM as test concentration; values of inactives mirror those of a sister screen read the other way
An asterisk follows results filed as active.

A first look, two compounds:
What do the screens show for `O=C(COC(=O)c1ccc([N+](=O)[O-])s1)NCCc1ccccc1`?
SENP6 inh: 62*; MPTP block: 0.5; PfGluPho inh: 6; SENP8 inh: 51*; GRIN3A LBD mod: -1; ATG4B inh: -12; SENP1 FRET inh: 2; hIAP act: 0.99

How did Cn1c(COc2ccc([N+](=O)[O-])cc2)nnc1SCC(=O)NCC1CCCO1 (configuration not stated) do in these assays?
SENP6 inh: -19; MPTP block: 0.1; PfGluPho inh: -9; SENP8 inh: 14; GRIN3A LBD mod: 1; ATG4B inh: 0; SENP1 FRET inh: 0; hIAP act: 1

Results, repeating the preview:
What do the screens show for `O=C(COC(=O)c1ccc([N+](=O)[O-])s1)NCCc1ccccc1`?
SENP6 inh: 62*; MPTP block: 0.5; PfGluPho inh: 6; SENP8 inh: 51*; GRIN3A LBD mod: -1; ATG4B inh: -12; SENP1 FRET inh: 2; hIAP act: 0.99

How did Cn1c(COc2ccc([N+](=O)[O-])cc2)nnc1SCC(=O)NCC1CCCO1 (configuration not stated) do in these assays?
SENP6 inh: -19; MPTP block: 0.1; PfGluPho inh: -9; SENP8 inh: 14; GRIN3A LBD mod: 1; ATG4B inh: 0; SENP1 FRET inh: 0; hIAP act: 1

How did Cc1ccccc1-n1nnnc1SCC(=O)c1c(N)n(C2CC2)c(=O)[nH]c1=O do in these assays?
SENP6 inh: -17; MPTP block: -1.9; PfGluPho inh: 17; SENP8 inh: 16; GRIN3A LBD mod: 1; ATG4B inh: -13; SENP1 FRET inh: 2; hIAP act: 1.1

How did O=C(CSCc1ccc([N+](=O)[O-])cc1)Nc1ccc(S(=O)(=O)N2CCCCCC2)cc1 do in these assays?
SENP6 inh: 3; MPTP block: 44; PfGluPho inh: 1; SENP8 inh: 11; GRIN3A LBD mod: -9; ATG4B inh: -12; SENP1 FRET inh: 1; hIAP act: 1

Results for NS(=O)(=O)c1ccc(NC(=O)COc2ccc(C(=O)c3ccc(F)cc3)cc2)cc1 ?
SENP6 inh: -20; MPTP block: 33; PfGluPho inh: -9; SENP8 inh: 15; GRIN3A LBD mod: -2; ATG4B inh: -6; SENP1 FRET inh: 0; hIAP act: 1.1

Results for Cc1ccc(NC(=O)C(SCC(=O)O)c2ccccc2)cc1C (configuration not stated) ?
SENP6 inh: -4; MPTP block: -0.2; PfGluPho inh: -4; SENP8 inh: 11; GRIN3A LBD mod: 1; ATG4B inh: -16; SENP1 FRET inh: 3; hIAP act: 1

What do the screens show for `Cn1cnnc1SCC(=O)c1ccc(OC(F)F)cc1`?
SENP6 inh: -11; MPTP block: -1.3; PfGluPho inh: 9; SENP8 inh: 10; GRIN3A LBD mod: -1; ATG4B inh: -7; SENP1 FRET inh: 0; hIAP act: 0.95

How did COCCNC(=O)c1cc2c3ccccc3n(C)c2s1 do in these assays?
SENP6 inh: -1; MPTP block: 2.2; PfGluPho inh: 29; SENP8 inh: -59; GRIN3A LBD mod: 0; ATG4B inh: 1; SENP1 FRET inh: -4; hIAP act: 0.9

How did O=C1C2CCCN2C(c2ccccc2F)N1c1cccc(Cl)c1 (configuration not stated) do in these assays?
SENP6 inh: 4; MPTP block: 0.0; PfGluPho inh: 7; SENP8 inh: 4; GRIN3A LBD mod: 0; ATG4B inh: -5; SENP1 FRET inh: -2; hIAP act: 1

How did O=C(NCc1ccc2c(c1)OCO2)C12CC3CC(CC(C3)C1)C2 do in these assays?
SENP6 inh: -1; MPTP block: 3.7; PfGluPho inh: 7; SENP8 inh: 6; GRIN3A LBD mod: 0; ATG4B inh: 6; SENP1 FRET inh: 1; hIAP act: 1

What do the screens show for `CN(C)CCN(C(=O)c1ccc(C(=O)c2ccccc2)cc1)c1nc2cc3c(cc2s1)OCO3`?
SENP6 inh: -21; MPTP block: 2.0; PfGluPho inh: 14; SENP8 inh: 15; GRIN3A LBD mod: 11*; ATG4B inh: 19; SENP1 FRET inh: -4; hIAP act: 1.1

Results for COc1ccc(/C=C/c2nnc(NC(=O)COc3ccccc3)s2)cc1 ?
SENP6 inh: 11; MPTP block: 9.8; PfGluPho inh: -4; SENP8 inh: -390; GRIN3A LBD mod: 0; ATG4B inh: -2; SENP1 FRET inh: -59; hIAP act: 1.1

Results for CN(/N=C/c1ccncc1)c1cnn(-c2ccc(F)c(Cl)c2)c(=O)c1Cl ?
SENP6 inh: -5; MPTP block: 5.0; PfGluPho inh: 11; SENP8 inh: -27; GRIN3A LBD mod: -1; ATG4B inh: 7; SENP1 FRET inh: -1; hIAP act: 0.86

What do the screens show for `O=C(NCCCNC(=O)c1ccco1)c1cccc(F)c1`?
SENP6 inh: 0; MPTP block: -0.7; PfGluPho inh: 20; SENP8 inh: 10; GRIN3A LBD mod: 3; ATG4B inh: -11; SENP1 FRET inh: 1; hIAP act: 1.1

Results for O=S1(=O)[C@H]2C[C@H](CO)O[C@@]2(CO)CN1Cc1ccc(-c2cccc(Cl)c2)cc1 ?
MPTP block: 0.2; PfGluPho inh: 2; SENP8 inh: -2; GRIN3A LBD mod: -1; ATG4B inh: 30; SENP1 FRET inh: -6

How did COc1ccc(-c2nc(C#N)c(N3CCCCC3)o2)cc1 do in these assays?
SENP6 inh: -9; MPTP block: 2.2; PfGluPho inh: 8; SENP8 inh: -304; GRIN3A LBD mod: 3; ATG4B inh: 1; SENP1 FRET inh: 3; hIAP act: 1

What do the screens show for `CC1CCCC(C)N1c1nnc(NC(=O)Cn2c(=O)oc3ccccc32)s1` (configuration not stated)?
SENP6 inh: -7; MPTP block: -0.6; PfGluPho inh: -14; SENP8 inh: 15; GRIN3A LBD mod: 1; ATG4B inh: -8; SENP1 FRET inh: -5; hIAP act: 1

How did CCCc1nnc(NC(=O)CCC(=O)NC2CC2)s1 do in these assays?
SENP6 inh: -2; MPTP block: 0.1; PfGluPho inh: -7; SENP8 inh: 2; GRIN3A LBD mod: -2; ATG4B inh: -7; SENP1 FRET inh: 2; hIAP act: 0.85

What do the screens show for `Cc1cccc(-n2ccnc2CN2CCN(C3CCCC3)C(CCO)C2)c1` (configuration not stated)?
SENP6 inh: -13; MPTP block: 0.7; PfGluPho inh: 5; SENP8 inh: 4; GRIN3A LBD mod: 1; ATG4B inh: -5; SENP1 FRET inh: 2; hIAP act: 1.1

Results for C=CCN(Cc1ccc(OC)c(OC)c1)C(=O)c1cc2cc(F)ccc2[nH]1 ?
SENP6 inh: -14; MPTP block: 0.9; PfGluPho inh: -6; SENP8 inh: -59; GRIN3A LBD mod: -2; ATG4B inh: -7; SENP1 FRET inh: -2; hIAP act: 0.95

Results for Brc1ccc(-c2nn3c(-c4ccco4)nnc3s2)o1 ?
SENP6 inh: -6; MPTP block: 1.8; PfGluPho inh: 30; SENP8 inh: -30; GRIN3A LBD mod: -5; ATG4B inh: -9; SENP1 FRET inh: -51; hIAP act: 0.93

Results for O=S(=O)(Nc1ccccc1-c1ccccc1)c1ccccc1 ?
MPTP block: -0.4; PfGluPho inh: 59; SENP8 inh: 8; GRIN3A LBD mod: 14*; ATG4B inh: 22; SENP1 FRET inh: 0

How did COc1ccccc1NC(=O)Cn1cnc2c(nnn2-c2ccc(C)cc2)c1=O do in these assays?
SENP6 inh: -1; MPTP block: 0.6; PfGluPho inh: 10; SENP8 inh: 10; GRIN3A LBD mod: -1; ATG4B inh: -6; SENP1 FRET inh: 1; hIAP act: 1

How did O=C1CCCC(O)=C1C(C#Cc1ccccc1)C1=C(O)CCCC1=O do in these assays?
SENP6 inh: -1; MPTP block: 1.4; PfGluPho inh: 64*; SENP8 inh: 9; GRIN3A LBD mod: 2; ATG4B inh: 3; SENP1 FRET inh: -1; hIAP act: 1.1

What do the screens show for `COC(=O)C(c1ccccc1)N(Cc1cccc(CN(C(C(=O)OC)c2ccccc2)S(C)(=O)=O)c1)S(C)(=O)=O` (configuration not stated)?
SENP6 inh: -1; MPTP block: 0.1; PfGluPho inh: 6; SENP8 inh: 7; GRIN3A LBD mod: 0; ATG4B inh: -19; SENP1 FRET inh: 0; hIAP act: 1.2

How did COCC(=O)n1nc(-c2ccccc2)nc1NCc1ccc(N(C)C)cc1 do in these assays?
SENP6 inh: -27; MPTP block: -2.0; PfGluPho inh: 16; SENP8 inh: 12; GRIN3A LBD mod: 0; ATG4B inh: -1; SENP1 FRET inh: 0; hIAP act: 1.2

How did CCc1cccc(C)c1NC(=O)CSc1nnc(CCCOc2ccc(Cl)cc2Cl)n1C do in these assays?
SENP6 inh: 2; MPTP block: 6.5; PfGluPho inh: -20; SENP8 inh: 15; GRIN3A LBD mod: -4; ATG4B inh: -1; SENP1 FRET inh: 3; hIAP act: 1.1

How did O=C(CNC(=O)C1CCCCC1)Nc1ccc(Cl)cc1 do in these assays?
SENP6 inh: -2; MPTP block: -1.8; PfGluPho inh: -5; SENP8 inh: 21; GRIN3A LBD mod: 2; ATG4B inh: -9; SENP1 FRET inh: 2; hIAP act: 0.96

Results for Cc1cc(C)n2nc(SCC(=O)NC(=O)NCc3ccco3)nc2n1 ?
SENP6 inh: -1; MPTP block: -0.3; PfGluPho inh: -8; SENP8 inh: 3; GRIN3A LBD mod: 0; ATG4B inh: 6; SENP1 FRET inh: 0; hIAP act: 0.89

How did O=C(NC(=S)NCc1ccc(Cl)cc1)c1ccco1 do in these assays?
SENP6 inh: -13; MPTP block: -1.0; PfGluPho inh: 0; SENP8 inh: 15; GRIN3A LBD mod: -2; ATG4B inh: 8; SENP1 FRET inh: 0; hIAP act: 0.9

How did COc1cc(/C=C2/CCCC(C(=O)C(F)(F)F)=C2O)ccc1O do in these assays?
SENP6 inh: -6; MPTP block: 3.0; PfGluPho inh: -26; SENP8 inh: 18; GRIN3A LBD mod: -1; ATG4B inh: 0; SENP1 FRET inh: -49; hIAP act: 0.96

Results for COc1cc2[nH]c(=O)c(C(=O)NCc3ccc(C)cc3)c(O)c2cc1OC ?
MPTP block: 0.8; PfGluPho inh: -6; SENP8 inh: -487; SENP1 FRET inh: 1

Results for Cc1cccc(N(CC(=O)N2CCN(c3ccccc3F)CC2)S(C)(=O)=O)c1 ?
SENP6 inh: -16; MPTP block: -1.5; PfGluPho inh: -8; SENP8 inh: 13; GRIN3A LBD mod: 0; ATG4B inh: -7; SENP1 FRET inh: 1; hIAP act: 0.95

How did COc1ccc(C2CC(c3ccccc3)n3nc(NC(=O)c4cccs4)nc3N2)cc1 (configuration not stated) do in these assays?
SENP6 inh: -3; MPTP block: 0.9; PfGluPho inh: 20; SENP8 inh: -395; GRIN3A LBD mod: -2; ATG4B inh: 1; SENP1 FRET inh: 8; hIAP act: 1.3

Results for CCc1cc2c(CN3CCN(CC)CC3)cc(=O)oc2cc1O ?
SENP6 inh: 3; MPTP block: 1.3; PfGluPho inh: -11; SENP8 inh: -317; GRIN3A LBD mod: 2; ATG4B inh: 10; SENP1 FRET inh: -22; hIAP act: 0.92

How did Cc1cc(C)c(C)c(S(=O)(=O)Nc2cccc(S(=O)(=O)Nc3ccccc3C(=O)O)c2)c1C do in these assays?
SENP6 inh: 18; MPTP block: 1.3; PfGluPho inh: -28; SENP8 inh: 1; GRIN3A LBD mod: 0; ATG4B inh: 1; SENP1 FRET inh: 1; hIAP act: 0.79

How did O=C(NCCc1nc(-c2ccccc2)no1)c1ccccc1 do in these assays?
SENP6 inh: -2; MPTP block: -0.3; PfGluPho inh: -10; SENP8 inh: 19; GRIN3A LBD mod: 1; ATG4B inh: -3; SENP1 FRET inh: 1; hIAP act: 1.1

Results for Cc1[nH]c2ccccc2c1C(=O)CN1C(=O)NC(C)(c2ccc(Cl)cc2Cl)C1=O (configuration not stated) ?
SENP6 inh: -3; MPTP block: -2.9; PfGluPho inh: 3; SENP8 inh: 16; GRIN3A LBD mod: 2; ATG4B inh: -13; SENP1 FRET inh: -9; hIAP act: 0.92

What do the screens show for `CCOc1ccc(OCCOC(=O)C2CCN(S(=O)(=O)c3ccc(C)c(C)c3)CC2)cc1`?
SENP6 inh: -17; MPTP block: -1.4; PfGluPho inh: -2; SENP8 inh: 11; GRIN3A LBD mod: 1; ATG4B inh: 0; SENP1 FRET inh: 3; hIAP act: 1.1

Screens: PubChem BioAssay, Sanford-Burnham Center for Chemical Genomics
